# Compound activity deposited in PubChem BioAssay by several laboratories.
# DAX1 inh-1: NR0B1 (DAX1) inhibition. HEK293 Gal4-DAX1 luciferase reporter, luminescence. inhibition, % at 6.75 µM. 340,000 compounds, 0.99% hits. AID 504766;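 active means inhibition above the mean over all tested compounds plus 3 SD, cut at about 4.2% in these data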;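 further: 0% = DAX1-transfected cells with DMSO and 100% = empty-vector control cells with DMSO; inhibition shows as a rise in luminescence from relieved DAX1 repression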
# Target sequence (P51843 207-470 limits assumed): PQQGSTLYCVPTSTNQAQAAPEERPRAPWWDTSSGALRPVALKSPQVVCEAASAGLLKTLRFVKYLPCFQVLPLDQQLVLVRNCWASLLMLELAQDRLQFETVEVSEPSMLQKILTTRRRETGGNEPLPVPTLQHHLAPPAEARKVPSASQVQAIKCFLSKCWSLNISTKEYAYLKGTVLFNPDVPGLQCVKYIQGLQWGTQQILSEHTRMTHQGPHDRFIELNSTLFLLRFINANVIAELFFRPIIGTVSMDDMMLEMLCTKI
# SMARCA2 activ: SMARCA2 function activation, primary screen | MG213 cells, MMTV-luciferase reporter, dexamethasone, overnight | activation, % at 9.1 µM | 370,000 compounds, 1% hits | AID 652017; in the data active means activation above about 7.8%;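 further: 0% = vehicle wells and 100% = reference activator wells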
# ssDAF12 agonist: S. stercoralis DAF-12 activation, primary screen; HEK293 ssDAF-12/GRIP1 lit1-tk-luc reporter, luminescence; % of 3 µM dafachronic acid response; activation, % at 6.8 µM; 370,000 compounds, 1% hits;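 active means activation above the mean over all tested compounds plus 3 SD, cut at about 0.9% in these data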;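 further: 0% = DMSO-only wells and 100% = 3 µM delta7-dafachronic acid wells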
# hcDAF12 agonist: activators of H. contortus DAF-12 nuclear receptor; activation, % at 6.8 µM; 370,000 compounds, 1.4% hits; AID 652067; HEK293 hcDAF-12 lit1-tk-luc reporter, luminescence; 0% DMSO, 100% Δ7-dafachronic acid;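 active means activation above the mean of all tested compounds plus 3 SD, cut at about 5.5% in these data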;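 further: 100% = response to 3 µM Δ7-dafachronic acid high control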
# Rev-erbA mod: modulators of human Rev-erb alpha DNA binding. P20393. AID 1259318. 370,000 compounds, 0.79% hits. activity, % at 10 µM. Rev-erbα–FITC-DNA binding, fluorescence polarization, 90 min;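 active means activity above about 14%, limit read from the data; passing the limit was not always enough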;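 further: 0% = DMSO wells with 35 nM protein and 100% = DMSO wells with 750 nM protein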
# Target sequence (P20393 whole entry, looked up): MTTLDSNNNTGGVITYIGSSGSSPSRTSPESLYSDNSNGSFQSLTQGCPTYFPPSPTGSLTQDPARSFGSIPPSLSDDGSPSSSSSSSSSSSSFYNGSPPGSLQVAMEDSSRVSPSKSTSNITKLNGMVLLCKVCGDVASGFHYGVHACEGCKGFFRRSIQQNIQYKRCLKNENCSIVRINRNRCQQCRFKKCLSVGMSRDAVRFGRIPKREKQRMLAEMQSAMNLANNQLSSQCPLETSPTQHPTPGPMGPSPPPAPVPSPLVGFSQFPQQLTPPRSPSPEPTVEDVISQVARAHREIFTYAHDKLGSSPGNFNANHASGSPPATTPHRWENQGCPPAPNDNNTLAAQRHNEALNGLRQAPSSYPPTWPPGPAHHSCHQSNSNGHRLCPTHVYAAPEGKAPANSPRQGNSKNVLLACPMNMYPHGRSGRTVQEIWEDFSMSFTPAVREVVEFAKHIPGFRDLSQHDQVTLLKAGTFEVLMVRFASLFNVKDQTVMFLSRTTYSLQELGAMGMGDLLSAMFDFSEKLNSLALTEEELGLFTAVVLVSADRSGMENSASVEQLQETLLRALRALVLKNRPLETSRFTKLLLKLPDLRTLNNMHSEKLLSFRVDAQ
# DAX1 inh-2: DAX1 (NR0B1) inhibition, primary screen. HEK293T StAR-luciferase reporter, SF-1/DAX-1 repression relief. inhibition, % at 6.8 µM. 370,000 compounds, 1.1% hits. AID 652010;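 active means inhibition above the mean over all tested compounds plus 3 SD, cut at about 3.6% in these data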;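 further: 0% = DAX-1 cells with DMSO and 100% = cells lacking DAX-1 with DMSO; higher inhibition means more luminescence from relief of DAX-1 repression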
# hgDAF12 agonist: hgDAF-12 agonism, primary luciferase screen; activation, % at 6.8 µM; HEK293 GAL4-hgDAF12 UAS-luciferase reporter, agonist luminescence; normalized to butyrate control; AID 687014; 370,000 compounds, 1.8% hits;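 active means activation above a cutoff set at the mean of all screened compounds plus 3 SD, cut at about 10% in these data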;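 further: 0% = DMSO wells and 100% = sodium butyrate wells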
# sPLA2-III inh: Inhibits HGIII-sPLA2 liposome hydrolysis, primary screen | Q9NZ20 | QFRET BODIPY PC-A2 liposome hydrolysis, fluorescence | inhibition, % at 12.2 µM | 370,000 compounds, 0.56% hits | AID 743126;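 active means inhibition above mean plus 3 SD of compounds lying within the high and low control bounds, cut at about 19% in these data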;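 further: 0% = median of test compound wells and 100% = no enzyme DMSO wells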
# PLCb3 inh: blocks human PLC-beta3 enzyme activity; Q01970; Purified PLC-beta3, fluorogenic substrate, fluorescence; inhibition, % at 12.2 µM; 370,000 compounds, 0.18% hits; AID 720704; in the data active means inhibition above about 11%;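 further: 0% = median of compound wells on plate and 100% = full blocker control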
# FXN GAA850 act: frataxin GAA850 promoter activation; AID 540364; activation, % at 6 µM; 360,000 compounds, 0.56% hits; HEK293 lucGAA850 FXN promoter luciferase reporter, 24 h; percent of 10 µM SAHA response;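 active means activation above the average of all compounds screened plus 3 SD, cutoff fixed separately per campaign, cut at about 7.5% in these data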;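 further: 0% = DMSO wells and 100% = 10 µM SAHA wells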
# PG9 binder: binds the HIV-1 gp120 antibody PG9 | TR-FRET gp120-PG9 antibody binding | inhibition, % at 6.7 µM | 360,000 compounds, 0.43% hits | AID 624416; in the data active means inhibition above about 8.5%
# An asterisk follows results filed as active; x = no result given.
# A first look (six entries):
No.	SMILES	ssDAF12 agonist	hcDAF12 agonist	hgDAF12 agonist	PLCb3 inh	DAX1 inh-1	sPLA2-III inh	DAX1 inh-2	PG9 binder	SMARCA2 activ	Rev-erbA mod	FXN GAA850 act
1	COc1cccc(CC2(CO)CCCN(Cc3ccccc3Cl)C2)c1 (centres undefined)	-1.7	1.7	-2.9	-0.9	-0.1	-15.1	-0.1	0.7	1.0	8.6	1.3
2	COc1ccc(NC(NC(=O)c2ccc(OC)cc2)C(Cl)(Cl)Cl)cc1 (centres undefined)	-1.5	-1.1	-1.7	1.1	-2.5	-2.3	-0.8	0.8	-0.1	1.3	-1.6
3	CCOc1ccc(N2C(=O)CC(N3CCN(c4ccc([N+](=O)[O-])cc4)CC3)C2=O)cc1 (centres undefined)	-0.7	-2.8	3.5	-1.6	1.2	2.8	0.0	-0.4	0.0	5.0	0.7
4	CN(Cc1c(F)cccc1Cl)C(=O)c1ccc(NC(=O)CC2SC(N3CCCC3)=NC2=O)cc1 (centres undefined)	-1.2	0.0	0.3	-5.2	-0.2	-3.0	1.1	-0.6	-0.7	-5.7	1.4
5	Cc1csc2nc(CNS(=O)(=O)c3cccnc3)cn12	-1.5	-0.1	-0.6	2.1	0.0	-2.8	-0.2	-0.8	0.9	0.8	3.0
6	COc1ccc(-n2c(SCC#N)nc3ccccc3c2=O)cc1	-1.3	-3.3	0.8	-3.3	-0.2	-0.3	-0.6	0.5	0.7	7.6	4.0

# The list itself (from the top)
No.	SMILES	ssDAF12 agonist	hcDAF12 agonist	hgDAF12 agonist	PLCb3 inh	DAX1 inh-1	sPLA2-III inh	DAX1 inh-2	PG9 binder	SMARCA2 activ	Rev-erbA mod	FXN GAA850 act
1	COc1cccc(CC2(CO)CCCN(Cc3ccccc3Cl)C2)c1 (centres undefined)	-1.7	1.7	-2.9	-0.9	-0.1	-15.1	-0.1	0.7	1.0	8.6	1.3
2	COc1ccc(NC(NC(=O)c2ccc(OC)cc2)C(Cl)(Cl)Cl)cc1 (centres undefined)	-1.5	-1.1	-1.7	1.1	-2.5	-2.3	-0.8	0.8	-0.1	1.3	-1.6
3	CCOc1ccc(N2C(=O)CC(N3CCN(c4ccc([N+](=O)[O-])cc4)CC3)C2=O)cc1 (centres undefined)	-0.7	-2.8	3.5	-1.6	1.2	2.8	0.0	-0.4	0.0	5.0	0.7
4	CN(Cc1c(F)cccc1Cl)C(=O)c1ccc(NC(=O)CC2SC(N3CCCC3)=NC2=O)cc1 (centres undefined)	-1.2	0.0	0.3	-5.2	-0.2	-3.0	1.1	-0.6	-0.7	-5.7	1.4
5	Cc1csc2nc(CNS(=O)(=O)c3cccnc3)cn12	-1.5	-0.1	-0.6	2.1	0.0	-2.8	-0.2	-0.8	0.9	0.8	3.0
6	COc1ccc(-n2c(SCC#N)nc3ccccc3c2=O)cc1	-1.3	-3.3	0.8	-3.3	-0.2	-0.3	-0.6	0.5	0.7	7.6	4.0
7	CC1(C)CC(=O)C(C=NCC2CCNCC2)=C(O)C1	-1.1	-1.2	-0.7	2.9	-0.5	8.6	0.4	-0.4	0.5	-5.1	1.3
8	Cc1cc(C(=O)OCC(=O)Nc2c(Cl)cccc2Cl)c(C)o1	-1.2	-1.9	0.5	1.0	1.2	-2.9	0.2	1.7	-2.1	-1.9	0.9
9	Cc1ccc(C)c(-n2ccnc2SCC(N)=O)c1	-0.6	-2.3	2.2	-6.9	0.5	0.1	-0.1	-1.4	-2.2	3.8	0.0
10	C#CCOCCOCCOCCNc1nc(N2CCN(C(=O)[C@H]([C@@H](C)CC)n3cc(CCC(=O)O)nn3)CC2)nc(N2CCN(C(=O)[C@H](CCCCN)n3cc(CCC(=O)O)nn3)CC2)n1	-1.0	-1.0	-2.1	3.3	0.1	-2.4	-0.1	0.0	-0.2	2.1	-0.9
11	Nc1c(Cl)c(Cl)nc(C(=O)N/N=C/c2ccco2)c1Cl	0.1	6.9*	3.0	-5.8	-1.3	-6.5	0.0	-1.1	-0.8	0.4	1.3
12	COc1ccc(C(=O)OC(C)C(=O)NC(C)CCc2ccccc2)cc1[N+](=O)[O-] (centres undefined)	-1.1	-2.2	0.9	-5.5	-1.4	2.7	-0.1	0.6	-2.5	2.1	2.4
13	O=[N+]([O-])CC(=Nc1ccc(Cl)cc1)N/N=C\c1oc(O)c2ccccc12	-0.3	2.2	6.1	-63.3	1.8	-32.4	0.6	-1.8	0.1	10.7	2.4
14	CCC1Oc2ccc(C)cc2N(CC(=O)N(Cc2ccc(C)o2)C2CC(C)(C)NC(C)(C)C2)C1=O (centres undefined)	-1.3	0.1	-2.7	-4.5	0.6	-3.0	0.4	0.1	-0.9	0.8	-3.1
15	CC(N=C1NS(=O)(=O)c2ccccc21)C(=O)OCC(=O)N(C)C1CCS(=O)(=O)C1 (centres undefined)	-1.5	-0.1	-0.8	-1.8	0.4	5.0	1.9	0.9	-0.6	2.5	-0.1
16	CC(C)c1nnc(NC(=O)c2ccc3ccccc3c2)s1	0.0	5.7*	12.8*	-5.8	1.6	0.3	11.8*	11.2*	5.4	8.4	7.1
17	O=C(COc1ccccc1F)Nc1ccc(S(=O)(=O)NCc2ccco2)cc1	-1.5	-0.6	-2.1	0.4	-1.5	-35.5	-0.6	-1.6	-3.0	1.6	1.1
18	COc1cc(SC)ccc1C(=O)Nc1ccc(C)cc1C	0.0	-0.1	10.1	-7.0	3.2	3.4	1.9	-2.7	8.1*	3.9	x
19	O=C(Cc1ccc(-c2ccccc2)cc1)Nc1ncccc1O	-0.1	2.5	9.1	-26.7	1.5	-29.2	1.4	-0.9	5.3	2.7	5.5
20	O=C(c1cc(Cl)ccc1Cl)N1CCOCC1	-1.2	0.2	2.5	4.1	-1.2	-2.4	-0.2	-4.3	10.5*	-5.4	-2.8

# More results.
No.	SMILES	ssDAF12 agonist	hcDAF12 agonist	hgDAF12 agonist	PLCb3 inh	DAX1 inh-1	sPLA2-III inh	DAX1 inh-2	PG9 binder	SMARCA2 activ	Rev-erbA mod	FXN GAA850 act
21	CCCCCCCCOC(=O)C(NC(=O)CCC(=O)Nc1ccc(S(N)(=O)=O)cc1)C(O)c1ccccc1 (centres undefined)	-1.1	-1.8	-1.2	-0.1	-1.0	1.6	0.8	0.6	-6.8	2.7	0.7
22	Cc1ccc(N=C2NC(=O)/C(=C\c3ccco3)S2)cc1	-0.9	-0.1	8.6	-12.9	0.6	-15.5	-0.5	-2.5	3.4	1.4	3.5
23	CC(=O)CCn1cnc([N+](=O)[O-])n1	-0.8	-0.4	0.3	-0.6	0.6	8.1	0.1	1.3	-4.2	0.0	-0.5
24	Cc1oc(-c2ccc(Cl)cc2)nc1CS(=O)CC(=O)NCc1ccccn1 (centres undefined)	-0.1	1.8	-0.1	-27.2	2.2	4.3	1.2	1.4	1.2	-4.3	1.1
25	Cc1ccc(S(=O)(=O)N(CCCO)CC(O)CON=C2c3ccccc3-c3ccccc32)cc1 (centres undefined)	-2.1	-3.0	1.8	-22.3	0.0	-116.3	-0.9	-2.0	-4.1	2.3	2.0
26	CC1=C(C)CC(C(=O)NNC(=O)c2csc3c2CCC(C(C)(C)C)C3)C(C(=O)O)C1 (centres undefined)	-0.9	0.5	1.0	1.8	-0.5	-21.9	-0.4	-0.7	-1.5	0.4	3.0
27	CCCNC(=O)c1ccc2c(c1)nc(C)n2-c1cccc(C)c1	-1.7	-1.1	-1.3	3.9	0.7	3.3	0.1	0.9	-4.0	1.6	-0.1
28	CC(=O)c1ccccc1NC(=O)c1ccc(OCc2c(C)noc2C)cc1	-1.5	-2.5	-2.7	-35.5	0.1	-2.8	-1.1	2.6	-1.4	1.9	0.8
29	O=C(CSc1nc2ncc(Br)cc2[nH]1)c1cccc([N+](=O)[O-])c1	-0.4	-0.6	-0.6	2.7	-0.1	-37.3	0.1	-1.8	-2.2	-1.0	-0.5
30	C/C(=N\NC(=O)COc1ccccc1[N+](=O)[O-])c1cccs1	-0.1	4.2	15.1*	-48.1	-0.2	-7.6	1.8	0.7	3.7	-4.2	4.9
31	O=C(N/N=C/c1cc(Cl)cc([N+](=O)[O-])c1O)c1ccccc1NS(=O)(=O)c1cccs1	-2.0	-0.9	-2.5	-6.5	2.7	3.6	0.3	0.2	-2.6	-16.2	0.1
32	CCOC(=O)N1CCN(C(=S)Nc2ccc(C)cc2C)CC1	-1.1	0.6	-1.3	-0.3	0.2	12.0	-0.3	0.4	-4.1	-1.5	1.4
33	Cc1c(CCCN)c2ccccc2n1Cc1ccccc1	-0.4	0.1	-3.3	-10.1	1.2	14.0	0.4	3.1	1.6	-0.9	-0.5
34	CCN(Cc1ccccc1)C(=O)CN1C(=O)COc2ccc(S(=O)(=O)NC3CCCC3)cc21	-1.1	-0.9	-3.0	4.3	0.0	-1.3	-2.5	-1.5	-2.0	1.9	-2.4
35	C=CCc1cc(C=Nc2ccc(N3CCOCC3)cc2)cc(OCC)c1O	-0.6	-0.5	-2.3	-29.0	-2.2	2.9	-0.5	-5.4	-1.8	1.5	-0.3
36	Cc1nc2c(sc(=S)n2Cc2ccco2)c(=O)n1CC(=O)Nc1ccc(F)cc1	-1.1	0.9	1.8	-5.2	0.4	-6.3	-1.0	0.1	0.1	-7.7	-0.6
37	Oc1c(Br)cc(Br)cc1/C=N/n1c(-c2ccccc2)n[nH]c1=S	-1.0	-0.2	0.8	-14.5	1.2	7.1	0.3	-0.2	0.0	-4.5	0.0
38	CN(C)c1ccc(C=C2C=CC=C2)cc1	-0.8	-0.7	2.1	-6.8	-0.8	0.8	-0.4	-5.6	-2.7	-4.4	0.5
39	COc1ccc(/C=N/OCC(=O)N2CCCC2)c(OC)c1	-1.0	-0.7	-1.9	-4.8	-0.1	2.0	0.1	0.3	-1.9	2.7	3.7
40	CC(C)Nc1ncnc2[nH]ncc12	-0.5	-1.5	-1.8	-16.7	-0.9	6.1	0.4	-0.5	-3.3	-4.8	1.5

# (continued)
No.	SMILES	ssDAF12 agonist	hcDAF12 agonist	hgDAF12 agonist	PLCb3 inh	DAX1 inh-1	sPLA2-III inh	DAX1 inh-2	PG9 binder	SMARCA2 activ	Rev-erbA mod	FXN GAA850 act
41	Cc1n[nH]c(=S)n1-c1ccc(Cl)cc1	-2.0	-1.0	-0.4	-0.7	-0.9	5.2	-0.5	0.6	6.0	4.0	3.1
42	COCc1cn(-c2ccc3c(c2)[C@]2(CC(=O)N(C)C2c2ccccc2)C(=O)N3CC(C)C)nn1 (some centres undefined)	0.1	2.2	-2.2	2.3	x	0.4	-0.1	x	1.6	-3.9	x
43	Cc1ccc([N+](=O)[O-])c(OCCN2C(=O)NC(C)(C)C2=O)c1	-1.3	-2.0	-2.3	4.1	3.9	0.7	-0.1	0.6	4.6	-0.6	-0.4
44	CCC(=NCCc1c(C)[nH]c2ccccc12)C1=C(O)CC(c2ccccc2)CC1=O (centres undefined)	-1.7	-2.4	0.3	3.7	-2.8	-8.7	-0.5	-1.5	-2.4	4.3	-5.6
45	CC(C)(C)OC(=O)[C@H](Cc1ccccc1)NC(=O)c1nc[nH]c1C(=O)N1CCN(C(=O)OC(C)(C)C)CC1	-1.7	-2.3	-7.3	4.7	-2.0	-24.8	-1.4	-2.0	-0.4	3.2	-7.0

# An unsorted share of the library; 7% or so of the library scored in one or more.
